From PubChem
NPYLR7 agonist = agonists of mosquito NPYLR7 receptor, primary screen, cell-based, Aedes aegypti, calcium fluorescence, mosquito biting behavior | 270,000 compounds, 0.15% hits | HEK293T NPYLR7/Galpha15, GCaMP6s calcium fluorescence | Aedes aegypti neuropeptide Y-like receptor 7 (NPYLR7) | activation, % at 10 µM; in the data active = activation above about 40%;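 note: 0% = vehicle and 100% = reference agonist at the receptor; some compounds past the cut are filed as inactive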
mcGAS inh = cyclic GMP-AMP synthase inhibitors, mouse, primary biochemical chemiluminescence. Q8C6L5. recombinant cGAS, Kinase-Glo ATP depletion luminescence. inhibition, % at 12.5 µM. 160,000 compounds, 0.15% hits. AID 1259399, 2018;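 note: 0% = negative control wells and 100% = reference inhibitor with no enzyme activity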
hcGAS inh = Primary biochemical luminescence assay for human cyclic GMP-AMP synthase inhibitors; recombinant h-cGAS, ATP depletion, Kinase-Glo luminescence; inhibition, % at 12.5 µM; 290,000 compounds, 0.081% hits; AID 1259398, 2018;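 note: 0% = vehicle reaction and 100% = reaction without DNA for no activity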
Target sequence (Q8N884 whole entry, looked up): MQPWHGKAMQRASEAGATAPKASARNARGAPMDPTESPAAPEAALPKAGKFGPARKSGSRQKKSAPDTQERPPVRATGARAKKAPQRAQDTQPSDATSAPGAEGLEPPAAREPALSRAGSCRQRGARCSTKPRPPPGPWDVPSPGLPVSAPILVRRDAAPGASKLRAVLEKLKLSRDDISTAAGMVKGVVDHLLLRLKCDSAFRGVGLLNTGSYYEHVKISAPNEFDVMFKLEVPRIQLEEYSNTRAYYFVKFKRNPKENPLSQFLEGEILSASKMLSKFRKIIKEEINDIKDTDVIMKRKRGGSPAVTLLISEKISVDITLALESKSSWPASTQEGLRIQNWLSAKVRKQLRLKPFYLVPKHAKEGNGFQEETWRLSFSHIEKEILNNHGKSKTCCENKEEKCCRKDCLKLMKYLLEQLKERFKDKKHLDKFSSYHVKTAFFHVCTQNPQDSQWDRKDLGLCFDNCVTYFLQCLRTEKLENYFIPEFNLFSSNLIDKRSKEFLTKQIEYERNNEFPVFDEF
Numbers without * were called inactive; . = not tested or not shown. Cut-off read from the data, not from the text of the source, unless noted: active = inhibition above about 40%; inactive = the rest.

SMILES	NPYLR7 agonist	mcGAS inh	hcGAS inh
CC1=NN(C(=O)c2cccnc2)C(O)(C(F)(F)C(F)(F)F)C1 (stereo unspecified)	-3.0	.	-10.5
CCOC(=O)c1cc(-c2cccc(NC(=O)Cc3cccs3)c2)n(-c2ccccc2F)n1	11.4	-7.0	-4.5
CCOC(=O)CCC(=O)N1CCN(c2ncnc3c2nnn3C)CC1	-0.4	.	-2.8
COCCNC(=O)c1ccc(CSc2nnc(-c3cccnc3)n2-c2cccc(C)c2)cc1	15.1	-3.9	-2.9
Cn1ncc(Oc2cccc(Cl)c2)c(Nc2ccc(C(=O)NCCc3ccccn3)cc2)c1=O	-6.1	-4.2	-5.5
OC1(c2cn(CC3CCCN(Cc4c[nH]c5ccccc45)C3)nn2)CCCC1 (stereo unspecified)	2.4	.	-9.2
CC(=O)c1ccc(O)c(CSC2=NCCS2)c1	-4.2	.	-4.1
CCOC(=O)CCC(=O)N[C@@H](C)C(=O)N1CCC(C(=O)N2CCCCC2)CC1	-12.0	0.5	1.6
Cc1cc(C)c2sc(N(Cc3cccnc3)C(=O)c3ccc(S(=O)(=O)N(C)C)cc3)nc2c1	-7.7	-9.2	-6.3
C/C=C/c1ccc(OCC(=O)NC(=O)NC(C)(C)C)c(OC)c1	0.9	.	-11.1
Cc1ccc(CNC(=O)Cn2nc(-c3cccs3)c3sc(N4CCOCC4)nc3c2=O)cc1	-1.4	-5.8	-1.9
Cc1ccccc1CCNC(=O)Cn1c(S(C)(=O)=O)nc2ccccc21	4.6	.	5.5
CCN(CC)c1ccc(/C=N\Nc2nc(C)cc(COC)c2C#N)c(O)c1	-3.8	-5.9	-6.6
COc1cc(C)c(S(=O)(=O)NCc2cccc(CS(N)(=O)=O)c2)c(C)c1	-4.9	.	-15.7
C=C(C)CN(CC)c1nc(-c2cc(Cl)cc(Cl)c2)nc2ccccc12	-1.6	-0.3	3.6

Record cards, as listed above. Screens in order: NPYLR7 agonist, mcGAS inh, hcGAS inh
Listed for Cn1ncc(Oc2cccc(Cl)c2)c(Nc2ccc(C(=O)NCCc3ccccn3)cc2)c1=O = -6.1, -4.2, -5.5
Listed for OC1(c2cn(CC3CCCN(Cc4c[nH]c5ccccc45)C3)nn2)CCCC1 (stereo unspecified) = 2.4, ., -9.2

The listing continues.
SMILES	NPYLR7 agonist	mcGAS inh	hcGAS inh
CCCn1c(SCc2nc3ccccc3o2)n[nH]c1=O	-0.2	-7.0	-13.3
O=C(NNS(=O)(=O)c1ccccc1Cl)c1ccccc1Cl	-3.3	2.5	-1.4
Cc1nn(C)c(C)c1CN(Cc1nc(-c2ccccn2)no1)C(C)C	6.0	-9.2	-6.9
O=C(Cc1ccccc1)NC1CCN(c2ccccc2C(=O)NCc2ccc3c(c2)OCO3)CC1	-4.9	-4.2	-4.0
O=C(c1nc2sccn2c1CNC1CCCc2ccccc21)N1CCCCCCC1 (stereo unspecified)	-3.4	0.2	0.3
CC(C)(C)c1cc(N2CCOCC2)n2ncc(-c3ccc(Cl)cc3)c2n1	2.5	-3.6	0.0
CC(NC(=O)CCc1nnc(-c2ccccc2)o1)c1ccccc1 (stereo unspecified)	-1.0	-3.7	-5.8
CCOC(=O)c1c(C)[nH]c(C2=NNC(=NC3CCCCC3)SC2)c1C	14.5	.	-5.4
COc1ccc(S(=O)(=O)n2nc(C)c(S(=O)(=O)N3CCCC3)c2C)cc1C	7.4	.	1.7
Oc1ccc2ccccc2c1N=Nc1c(O)ccc2ccccc12	0.9	.	-9.3
Cc1cccc(C(=O)N2N=C3CCCCCC3C2(O)C(F)(F)F)c1O (stereo unspecified)	-2.5	-6.6	-17.0
N#CC1(c2ccccc2)CCN(C(=O)C2CCCCC2C(=O)N[C@@H]2CCCc3ccccc32)CC1 (stereo partly specified)	-2.6	-2.7	-9.5
COc1cc(OC)cc(C(=O)N2CCC(c3nc(-c4ccc(F)c(F)c4)no3)CC2)c1	3.4	-5.4	-5.9
CCC(=O)N(CCOC)CC(=O)N(CCc1ccc(OC)c(OC)c1)Cc1ccc(C)o1	.	-9.4	-10.3
N#Cc1cccc(NC(=O)COc2ccc(Cl)c(Cl)c2)c1	-3.7	.	-9.7

Brought forward from above: seven compounds, then new ones.
SMILES	NPYLR7 agonist	mcGAS inh	hcGAS inh
COc1ccc(S(=O)(=O)n2nc(C)c(S(=O)(=O)N3CCCC3)c2C)cc1C	7.4	.	1.7
Oc1ccc2ccccc2c1N=Nc1c(O)ccc2ccccc12	0.9	.	-9.3
Cc1cccc(C(=O)N2N=C3CCCCCC3C2(O)C(F)(F)F)c1O (stereo unspecified)	-2.5	-6.6	-17.0
N#CC1(c2ccccc2)CCN(C(=O)C2CCCCC2C(=O)N[C@@H]2CCCc3ccccc32)CC1 (stereo partly specified)	-2.6	-2.7	-9.5
COc1cc(OC)cc(C(=O)N2CCC(c3nc(-c4ccc(F)c(F)c4)no3)CC2)c1	3.4	-5.4	-5.9
CCC(=O)N(CCOC)CC(=O)N(CCc1ccc(OC)c(OC)c1)Cc1ccc(C)o1	.	-9.4	-10.3
N#Cc1cccc(NC(=O)COc2ccc(Cl)c(Cl)c2)c1	-3.7	.	-9.7
O=C(NCCn1nc(-c2cccnc2)ccc1=O)Nc1ccc(F)c(F)c1	11.2	.	-7.4
COc1ccc(OCCNC(=O)C2(C)CCN2CCCc2ccccc2)cc1 (stereo unspecified)	2.1	.	-7.9
COc1cc2c(cc1OC)C(CNC(=O)c1ccco1)N(C(=O)Nc1ccccc1F)CC2 (stereo unspecified)	-0.5	-1.7	0.2
Cc1nc(SCc2nc(Cc3ccccc3)no2)n[nH]1	-2.3	.	4.5
CC(C)(C)NC(=O)N1CCN(C(C(=O)N2CCOCC2)C2CCCC2)CC1 (stereo unspecified)	-20.5	-0.2	-2.7
Cc1cnc(NC(=O)c2ccc(CN3CCOCC3)cc2)s1	2.4	-5.0	1.3
CC(C)[C@H]1CN(Cc2cn[nH]n2)C[C@@H]1N	.	-5.9	-14.5
CC(=O)NNC(=O)N1Cc2ccccc2Oc2ccc(Cl)cc21	5.1	-3.4	11.9
O=C(Nc1cccc(C(F)(F)F)c1F)N1CC(=O)N2CCc3c(F)cccc3C2C1 (stereo unspecified)	15.0	-7.8	-10.3
Cc1ccc(Oc2ccc(NC(C)C(=O)NC(C)C)cc2)cc1 (stereo unspecified)	-2.6	.	-6.7
CCC(NC(=O)c1ccc(C)n1C)c1ccc(Cl)cc1 (stereo unspecified)	2.9	.	-5.8
Cc1cccc(C(=O)Nc2c(C(=O)N3CCOCC3)oc3ccccc23)c1	19.2	.	-17.4
CCOC(=O)C1(CCOc2ccccc2)CCN(Cc2cccn2-c2cccnc2)CC1	5.0	-5.2	-0.2
COc1ccc(C(=O)N(CCN2CCOCC2)CC2CNCCO2)cc1OC (stereo unspecified)	20.4	.	-7.0
Cc1sc(=O)n(CC(=O)N2CCCC3CC(C)CCC32)c1-c1ccc(F)cc1 (stereo unspecified)	8.0	.	-4.7
C#CCOCC(O)CN(Cc1ccc(F)cc1)Cc1ccc(OC)cc1 (stereo unspecified)	-0.4	-1.7	1.4
COc1ccc(S(=O)(=O)Oc2ccccc2CN(Cc2ccc(F)cc2)C(=O)c2ccccc2Cl)cc1	-7.1	-6.4	-3.0
Cc1ccc(-c2ccc(-c3ccn[nH]3)cc2)c(N)n1	-3.0	.	-4.7
COc1cccc(C(=O)N2CCN(c3cc(Cl)nc(SCC(=O)N4CC(C)OC(C)C4)n3)CC2C)c1 (stereo unspecified)	2.3	-5.9	-4.6
CCc1nn(CC(O)c2ccc(C(C)C)cc2)c(=O)c(C#N)c1CC (stereo unspecified)	-3.7	.	-5.2
CNC(=O)CNC(=O)c1cc(COc2ccccc2SC)on1	-1.7	.	-3.1
CCOc1ccccc1N1CCN(S(=O)(=O)c2cc(C)c(C)cc2C)CC1	0.4	-6.8	-2.7
Cc1c(Cl)c(C(F)(F)F)nn1CC(=O)Nc1ccc(OC(F)(F)F)cc1	-9.8	-0.1	0.9
O=C(c1ccc(Cl)nc1)N1CCN(CC(OCc2ccc(C(F)(F)F)cc2)c2ccc(Cl)cc2)CC1 (stereo unspecified)	4.6	-6.6	-6.8
CCSc1nc(NC(C)C)c2cnn(CCNC(=O)Cc3cccc4ccccc34)c2n1	-1.6	-7.3	0.9
c1ccc2c(c1)CCC(N1CCN(Cc3nc(CC4CC4)no3)CC1)C2 (stereo unspecified)	4.0	.	-4.0
COc1cccc(C(C)N(C)Cc2nc(-c3cccc(Cl)c3)oc2C)c1 (stereo unspecified)	-8.8	-3.9	-4.8
CCNC(=O)C1(C)CCCCN1Cc1ccc(C#N)cc1 (stereo unspecified)	4.6	.	-13.4
COC(=O)CCCC(=O)Nc1cccc(-c2cccc(-c3ccc(OC)cc3)n2)c1	-5.0	-5.8	-5.2
CCc1nc(CN2CCN(Cc3ccc(OC)cc3F)C(CCO)C2)c(C)[nH]1 (stereo unspecified)	1.0	-7.5	-9.1
c1cncc(OC2CCN(c3nc4nonc4nc3N3CCSCC3)CC2)c1	6.2	.	-6.5
O=C(Nc1ccccc1-c1cccs1)C1CCCN1 (stereo unspecified)	-21.8	.	-14.9
COCCN(CCC(=O)O)c1nc(Cc2ccccc2)ns1	6.5	.	-2.3
CN(C)C(Cn1ccnc1-c1ccncc1)c1ccccc1Cl (stereo unspecified)	23.2	.	-7.4
Cc1cccc(NC(=O)CCC2CCN(S(=O)(=O)c3cccc4cccnc34)CC2)c1	-1.1	-10.4	-8.5
CCCn1c(SCC(=O)NC(C)c2ccc3c(c2)OCO3)nnc1-c1cccc(C)c1 (stereo unspecified)	3.6	.	-4.7
CC(Cn1cncn1)NCc1cc(-c2ccccc2Cl)on1 (stereo unspecified)	8.9	-8.5	-2.5
COCC(C)S(=O)(=O)NCC(C(C)C)N1CCOCC1 (stereo unspecified)	3.2	.	-7.3
COc1ccccc1N1CCN(c2ccc(NC(=O)Nc3ccccc3C(F)(F)F)cc2C(=O)NCC(C)C)CC1	8.3	-1.7	2.8
N#CCSc1nnnn1-c1ccccc1F	-0.9	.	-7.8
Cc1ccc(C(O)c2ccc(C(F)(F)F)cc2)cc1 (stereo unspecified)	8.8	.	-6.9
CN(C)CCNC(=O)[C@@]1(OCc2cccc(C(F)(F)F)c2)CC(OCc2cccc(F)c2F)[C@@H]2OC(C)(C)O[C@@H]2C1 (stereo partly specified)	14.8	-3.4	-1.1
N#Cc1nc(-c2ccc(S(=O)(=O)N3CCCCCC3)cc2)oc1NCc1cccnc1	0.2	-12.3	-11.6
CCCN(C(=O)C(NC(=O)c1ccco1)C(C)C)C1CCS(=O)(=O)C1 (stereo unspecified)	-2.6	-0.4	2.4
COC(=O)c1ccc(N=Nc2c(-c3ccccc3)[nH]n(-c3ccccc3)c2=O)cc1	-4.0	-6.8	-3.7

Reprinted at random: 5 compounds from above, in no set order.
SMILES	NPYLR7 agonist	mcGAS inh	hcGAS inh
COCC(C)S(=O)(=O)NCC(C(C)C)N1CCOCC1 (stereo unspecified)	3.2	.	-7.3
CN(C)C(Cn1ccnc1-c1ccncc1)c1ccccc1Cl (stereo unspecified)	23.2	.	-7.4
Cc1cccc(NC(=O)CCC2CCN(S(=O)(=O)c3cccc4cccnc34)CC2)c1	-1.1	-10.4	-8.5
CN(C)CCNC(=O)[C@@]1(OCc2cccc(C(F)(F)F)c2)CC(OCc2cccc(F)c2F)[C@@H]2OC(C)(C)O[C@@H]2C1 (stereo partly specified)	14.8	-3.4	-1.1
Cc1ccc(C(O)c2ccc(C(F)(F)F)cc2)cc1 (stereo unspecified)	8.8	.	-6.9

More records follow.
SMILES	NPYLR7 agonist	mcGAS inh	hcGAS inh
O=C(O)CCCN1C(=O)/C(=C/c2ccc([N+](=O)[O-])cc2)SC1=S	-0.1	32.9	-2.5
CCN(C(=O)c1cc(-c2ccccc2C)n[nH]1)C1CC1	2.4	.	-13.4
Cc1ccccc1C1(CC(=O)N(C)Cc2ccccc2)CC(=O)N(Cc2cccnc2)C1=O (stereo unspecified)	4.8	0.4	3.7
CCS(=O)(=O)c1ccc(NC(=O)NC2CCC(C)CC2)cc1 (stereo unspecified)	-1.7	.	-2.4
CCOC(=O)C1(C/C=C/c2ccccc2)CCCN(C(=O)CCC2=NNC(=O)CC2)C1 (stereo unspecified)	19.4	.	-11.1
CCc1ncc(C(O)(c2ccccc2)c2cc(C)ccc2C)n1C (stereo unspecified)	19.0	.	-11.8

Not a hit list. Share with any hit: about 0.27%.
